Screening data (PubChem BioAssay)
CHRM5 agonist: human M5 muscarinic receptor agonists, primary screen, CHO-K1 cells, Fluo-8 calcium fluorescence. Muscarinic acetylcholine receptor M5 (Homo sapiens), P08912. activation, % at 3 µM. actives 0.19% (n = 360,000). CHO-K1 hM5 cells; 0% DMSO wells, 100% maximal acetylcholine response;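 active means activation above the run's mean over test compounds plus 3 SD, cut at about 23% in these data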;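 further: signal is peak over basal fluorescence ratio across the kinetic read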
Target sequence (P08912 whole entry, looked up): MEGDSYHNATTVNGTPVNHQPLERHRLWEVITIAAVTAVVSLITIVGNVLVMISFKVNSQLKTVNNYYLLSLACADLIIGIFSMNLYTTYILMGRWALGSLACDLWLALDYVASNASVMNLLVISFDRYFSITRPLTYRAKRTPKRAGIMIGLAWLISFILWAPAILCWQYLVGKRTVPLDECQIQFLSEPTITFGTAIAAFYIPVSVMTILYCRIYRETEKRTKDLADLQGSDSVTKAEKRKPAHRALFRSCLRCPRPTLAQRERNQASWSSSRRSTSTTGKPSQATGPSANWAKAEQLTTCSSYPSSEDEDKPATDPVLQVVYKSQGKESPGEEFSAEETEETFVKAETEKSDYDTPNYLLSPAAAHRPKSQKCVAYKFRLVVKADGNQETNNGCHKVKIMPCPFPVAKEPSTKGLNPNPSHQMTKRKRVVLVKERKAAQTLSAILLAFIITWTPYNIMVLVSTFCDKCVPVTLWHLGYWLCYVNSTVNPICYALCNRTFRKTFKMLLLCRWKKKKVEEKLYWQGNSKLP
M4 antag: human M4 muscarinic receptor antagonists, primary screen, CHO cells, Fluo-8 calcium fluorescence; Muscarinic acetylcholine receptor M4 (Homo sapiens), P08173; CHO-hM4 cells, ACh EC80; inhibition, % at 3 µM; actives 0.73% (n = 360,000);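 active means inhibition above its plate's cutoff, the mean inhibition of sample wells plus 3 SD, cut at about 27% in these data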;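 further: 0% = acetylcholine EC80 with DMSO and 100% = DMSO without agonist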
M5 antag: human M5 muscarinic receptor antagonists, primary screen, CHO cells, Fluo-8 calcium fluorescence. inhibition, % at 3 µM. CHO-hM5 cells, ACh EC80. actives 0.59% (n = 360,000). Muscarinic acetylcholine receptor M5 (Homo sapiens), P08912;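 active means inhibition above a per-plate cutoff, the mean of that plate's test compounds plus 3 SD, cut at about 27% in these data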;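 further: 0% = acetylcholine EC80 with DMSO and 100% = DMSO without agonist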
M4 PAM: human M4 muscarinic receptor positive allosteric modulators, primary screen, CHO-K1 cells, Fluo-8 calcium fluorescence; Muscarinic acetylcholine receptor M4 (Homo sapiens), P08173; CHO-K1 hM4/Gqi5, ACh EC20; 0% = ACh EC20, 100% = maximal ACh; activation, % at 3 µM; actives 0.4% (n = 360,000); AID 624126, 2012;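 active means activation above its plate's cutoff, the mean activation of sample wells plus 3 SD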; further: some results filed as inactive read as strong as hits
CHRM4 agonist: human M4 muscarinic receptor agonists, primary screen, CHO-K1 cells, Fluo-8 calcium fluorescence; CHO-K1 hM4/Gqi5; vehicle 0%, full acetylcholine response 100%; activation, % at 3 µM; actives 0.14% (n = 360,000); AID 624127, 2012;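 active means activation above the run mean over all test wells plus 3 SD, cut at about 32% in these data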;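 further: peak over basal fluorescence ratio per well then scaled between controls; 0% = DMSO wells and 100% = acetylcholine at EC100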
CRFR2-BP ag: agonists of CRF-BP/CRF-R2 complex, primary screen, cell-based, HEK293, calcium dye fluorescence, uHTS | AID 588473, 2011 | CRF-binding protein / CRF receptor 2 complex (human) | actives 0.46% (n = 350,000) | activation, % at 13.2 µM | calcium dye fluorescence (FLIPR); percent of saturating CRF peptide response;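 active means activation of at least 50%, plus an integration ratio under a set limit after plate pattern correction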;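 further: plate controls were neutral control wells without compound for no effect and CRF at EC100 for full effect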
CHRM1 antagonist: human M1 muscarinic receptor antagonists, primary screen, CHO-K1 cells, Fluo-8 calcium fluorescence, 1536-well. CHO-K1 hM1, ACh EC80 antagonist. inhibition, % at 3 µM. actives 1.3% (n = 360,000). AID 588852, 2011;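 active means percent inhibition above its own plate's cutoff, namely the mean of that plate's compound wells plus 3 SD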;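 further: peak over basal fluorescence ratio during 140 s after agonist addition; 0% = ACh EC80 plus DMSO and 100% = DMSO alone without agonist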
Target sequence (P11229 whole entry, looked up): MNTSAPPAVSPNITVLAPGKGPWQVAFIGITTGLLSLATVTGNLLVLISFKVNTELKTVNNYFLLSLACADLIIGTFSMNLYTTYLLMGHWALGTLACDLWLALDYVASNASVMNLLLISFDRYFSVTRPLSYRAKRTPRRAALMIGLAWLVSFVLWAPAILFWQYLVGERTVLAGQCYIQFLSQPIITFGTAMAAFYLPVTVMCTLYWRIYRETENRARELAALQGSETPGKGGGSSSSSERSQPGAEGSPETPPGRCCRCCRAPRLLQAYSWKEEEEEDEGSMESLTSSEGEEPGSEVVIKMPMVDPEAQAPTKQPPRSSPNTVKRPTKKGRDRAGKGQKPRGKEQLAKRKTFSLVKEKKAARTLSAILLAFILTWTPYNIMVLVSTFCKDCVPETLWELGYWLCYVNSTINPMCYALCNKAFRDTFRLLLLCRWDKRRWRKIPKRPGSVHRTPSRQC
CHRM5 PAM: human M5 muscarinic receptor positive allosteric modulators, primary screen, CHO-K1 cells, Fluo-8 calcium fluorescence. Muscarinic acetylcholine receptor M5 (Homo sapiens), P08912. CHO-K1 hM5, ACh EC20 PAM; 0% = ACh EC20, 100% = ACh EC100. activation, % at 3 µM. actives 0.3% (n = 360,000);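 active means activation above the run cutoff, the mean activation of all test compounds plus 3 SD, cut at about 18% in these data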
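Replicates: One well per compound, no replicates | System: Human M5 receptor in CHO-K1 cells | Benchmarks: Low control EC20 acetylcholine (0%), high control EC100 acetylcholine (100%) | Probe or stimulus: Acetylcholine, EC20 level | Times: Fluo-8 loading 80 min at 37 °C plus 30 min room temperature | Signal: Intracellular calcium via Fluo-8 fluorescence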
CHRM1 PAM: human M1 muscarinic receptor positive allosteric modulators, primary screen, CHO-K1 cells, Fluo-8 calcium fluorescence, 1536-well | actives 0.088% (n = 360,000) | AID 588819, 2011 | CHO-K1 hM1, ACh EC20; 0% = ACh EC20, 100% = maximal ACh | activation, % at 3 µM; in the data active means activation above about 19%, passing the limit was not always enough
An asterisk follows results filed as active; · = no result given.

SMILES	CHRM5 agonist	M4 antag	M5 antag	M4 PAM	CHRM4 agonist	CRFR2-BP ag	CHRM1 antagonist	CHRM5 PAM	CHRM1 PAM
O=C(O)C1CCN(S(=O)(=O)c2cccnc2)CC1	-1	-7	-2	2	1	-0.6	5	0	-1
COc1ccccc1C(=O)NC(=S)Nc1ccc(NC(=O)c2cccs2)cc1	1	7	3	6	1	-3.0	-5	-1	5
COc1cccc(/C=C/C(=C2\C(=O)N(c3ccccc3)N=C2C)c2ccc(Br)cc2)c1OC	-2	-15	1	14	1	-0.2	-9	-4	7
Cc1ccc(C)c(-c2nnc(NC(=O)Cc3ccc(F)cc3)o2)c1	-4	5	6	-3	0	-0.5	2	-5	-1
Cc1ccc2cc(C3CC(c4cccs4)=NN3S(C)(=O)=O)c(Cl)nc2c1 (stereo not given)	-3	-1	0	-4	3	0.6	-9	11	7
COCc1cc(C)nc(SCC(=O)Nc2cccc(C)c2C)c1C#N	2	3	-1	-2	0	-0.4	-9	0	6
O=C(NN=Cc1cc(Cl)ccc1[N+](=O)[O-])c1ccco1	2	-1	4	1	1	-5.8	-11	-6	3
Cc1nn(C(=O)N2CCCCC2)c(C)c1CN1C(=O)c2ccccc2C1=O	4	2	-3	4	2	-3.4	-4	-1	8
Cc1ccnc(NC(=O)c2cnc(Cl)c(Cl)c2)c1	-1	-5	5	5	-1	0.3	-8	0	10
Cc1onc(-c2ccccc2)c1NC(=O)N(CCC#N)Cc1ccccc1	-1	-5	2	8	2	-2.8	-10	1	12
CN(Cc1ccccc1)C(=O)[C@@H]1CCCN1C(=O)[C@@H]1CCCN1C(=O)c1ccccc1	2	-11	-5	16	1	·	·	-1	·
CCc1noc(C)c1C(=O)NCCN1C(=O)S/C(=C\c2ccc(OC)cc2)C1=O	3	-3	15	-4	16	1.4	16	-17	-8
Cc1ccc(N/C(C(Cl)=C(Cl)Cl)=C(/Cl)[N+](=O)[O-])c(C)c1	-2	-3	-6	-2	2	3.6	2	-3	9
O=C(NCc1cccc(Cl)c1)c1ccc2nc(N3CCOCC3)sc2c1	2	-5	-1	-2	12	-2.8	2	-4	-4
COc1ccc(-c2nc3cccc(C)n3c2NCC2CCCO2)cc1O (stereo not given)	1	-3	9	-10	16	-2.7	6	-15	1
O=C(CN(Cc1ccccc1)C(=O)CCC(=O)Nc1nccs1)NCc1ccccc1	2	-1	8	5	3	-1.1	-17	-2	7
O=C(Nc1ccc(C(F)(F)F)cc1)c1cccnc1N1CCOCC1	5	-5	-3	5	4	0.2	4	-1	-2
Cc1cccc(Cn2nc(C)c(NC(=O)c3ccc(F)cc3)c2C)c1	0	-4	-1	-3	0	-4.1	9	11	-1
CC1=C(C(=O)NC2CCCc3c2cnn3-c2ccc(F)cc2F)OCCO1 (stereo not given)	7	-7	3	-7	9	-0.4	4	-8	1
CC(C)(C)Cc1nnc(NS(=O)(=O)c2ccc([N+](=O)[O-])cc2)s1	7	-10	-19	1	1	-3.8	-5	15	1
O=C(CSc1ccc2nnc(-c3ccccn3)n2n1)Nc1ccc2c(c1)OCCO2	-2	-12	-1	4	0	-1.7	-16	-1	10
Cc1ccc2c(c1)C(=O)C(=O)N2Cc1ccc(Br)cc1	31*	-1	17	2	16	8.2	0	0	9
Cc1nn(CC(=O)Nc2ccccn2)c(C)c1Br	-3	-9	-1	4	1	-0.7	-5	2	4
O=C(c1cccc(-c2ccc(O)cc2)c1)N1CCN(c2ccc(F)cc2)CC1	3	-4	16	-14	25	-2.4	5	-21	-15

As a working copy, 4 of the compounds above.
SMILES	CHRM5 agonist	M4 antag	M5 antag	M4 PAM	CHRM4 agonist	CRFR2-BP ag	CHRM1 antagonist	CHRM5 PAM	CHRM1 PAM
O=C(CSc1ccc2nnc(-c3ccccn3)n2n1)Nc1ccc2c(c1)OCCO2	-2	-12	-1	4	0	-1.7	-16	-1	10
Cc1ccc2c(c1)C(=O)C(=O)N2Cc1ccc(Br)cc1	31*	-1	17	2	16	8.2	0	0	9
Cc1nn(CC(=O)Nc2ccccn2)c(C)c1Br	-3	-9	-1	4	1	-0.7	-5	2	4
O=C(c1cccc(-c2ccc(O)cc2)c1)N1CCN(c2ccc(F)cc2)CC1	3	-4	16	-14	25	-2.4	5	-21	-15

Further records follow:
SMILES	CHRM5 agonist	M4 antag	M5 antag	M4 PAM	CHRM4 agonist	CRFR2-BP ag	CHRM1 antagonist	CHRM5 PAM	CHRM1 PAM
CCCCN(C)CCNC(=O)c1c[nH]c2ccc(S(=O)(=O)N(CC)CC)cc2c1=O	-2	9	-7	5	1	6.7	-4	7	-2
CON(C)c1nc(OCCNC(=O)OCc2ccc(Cl)cc2C)nc(N(C)C)n1	-2	-5	-2	3	1	-2.4	-16	1	10
Fc1cccc(CNCC2CCCO2)c1 (stereo not given)	-1	-2	-1	-3	1	3.5	-5	9	8
CC(=O)NCCc1ccc(S(=O)(=O)NCc2ccc3c(c2)OCO3)cc1	-1	7	9	2	0	-1.6	1	-4	-4
N#CCC(=O)Nc1ccc(C(=O)NCC2(N3CCOCC3)CCCCC2)cc1	-3	-3	8	4	1	4.4	-6	-1	3
COc1ccccc1N1C(=O)CC(Sc2n[nH]c(-c3cccc(C)c3)n2)C1=O (stereo not given)	0	-6	-8	1	3	0.2	-14	4	8
O=C(N/N=C/c1cccc2nccnc12)c1ccccc1O	5	3	3	3	4	-0.7	-18	-2	14
Cc1c2c(nc3nnnn13)CCCC2	-1	-17	-1	9	3	-0.9	-4	10	6
Cc1ccc(C(=O)n2nc(-c3cccnc3)nc2N)cc1	-1	9	0	-3	0	3.2	-7	3	5
O=C(O)CCC(=O)Nc1ccccc1C(=O)NCc1ccccc1	0	0	-3	-2	0	1.5	-6	2	6
CC(Sc1nc(-c2ccccc2)cc(C(F)(F)F)n1)C(=O)NCc1ccco1 (stereo not given)	-5	3	-2	-4	-1	-2.0	-2	1	2
COC(=O)Cc1cnc(NC(=O)C2C3CCC(C3)C2C(=O)O)s1 (stereo not given)	-3	-4	4	3	0	-0.3	-4	6	8
c1ccc(NC2=Nc3ccccc3CC2)cc1	1	-9	3	8	0	-1.2	25	16	-10
Oc1c(Br)cc(/C=N/n2c(-c3ccccc3)n[nH]c2=S)c(O)c1Br	1	-7	13	-3	3	-0.3	-11	-1	15
CC12CCC(=O)N1C(C(=O)NCCc1ccccc1)CS2 (stereo not given)	0	1	-9	1	0	-0.5	-6	10	5
O=C(CSc1nnc(CN2CCOCC2)n1-c1ccc(Cl)cc1)Nc1ccc2c(c1)OCO2	6	-2	1	-2	2	0.6	9	-6	-6
CCn1c(SCC(=O)OC)nnc1-c1ccc(C)cc1	-3	-4	10	7	0	-1.4	4	1	-3
Cc1ccc(NC2=C(N3CCCCC3)C(=O)c3ccccc3C2=O)cc1	-1	2	2	5	-1	-0.5	-6	2	7
CCOc1ccc(Nc2ccnc3cc(Cl)ccc23)cc1	-13	5	17	-3	1	0.4	-3	-9	0
Cc1cccc(CC2S/C(=N/c3ccccn3)NC2=O)c1 (stereo not given)	-1	-10	-6	3	0	-0.6	-15	-1	9
CCOc1cc(NC(=O)c2ccco2)c(OCC)cc1NC(=O)COc1ccccc1C	-9	-10	0	15	1	0.2	-9	9	7
O=C(CSc1ncn[nH]1)NC1CCCc2ccccc21 (stereo not given)	2	2	6	0	1	0.7	-3	-5	-2
O=C(C[C@H]1C/C=C\CC[C@H](Cc2ccc(F)cc2)C(=O)OC[C@H]2CCCN2C1=O)N[C@@H](CO)Cc1ccccc1	3	3	11	0	10	2.4	-1	-4	8
O=C(Nc1nc(-c2ccccc2)cs1)c1ccccc1NS(=O)(=O)c1ccc(F)cc1	8	31*	42*	-14	16	65*	42*	-20	-23
O=C(Nc1nc(-c2cc(F)ccc2F)cs1)c1cccc(N2C(=O)CCC2=O)c1	3	9	17	-12	22	0.2	13	-17	-7
CCOc1ccc(NC(=O)c2ccc(NS(=O)(=O)c3cccc4cccnc34)cc2)cc1	2	-4	8	4	1	-0.4	-16	-2	12
CCC(=O)N(Cc1cc2cc(OC)ccc2[nH]c1=O)c1ccccc1OC	1	-12	7	5	2	2.2	-8	-4	3
Cc1ccccc1Cn1ccc(NC(=O)c2cc3ncc(Br)cn3n2)n1	-1	1	8	-5	0	-1.3	-4	-3	3
CCCCC1CCC(C(=O)N(C)CC(=O)Nc2cccc(F)c2)CC1 (stereo not given)	-3	5	-2	5	5	4.5	0	4	14
OC[C@@H]1CN(Cc2ccc(Cl)cc2)C[C@H](n2cnc3c(NCc4ccco4)ncnc32)O1	2	-2	0	-1	6	·	-12	-4	5
CCOc1ccc(N(CC(=O)NCCCOC)S(C)(=O)=O)cc1	1	10	0	3	1	1.4	3	-4	1
CCOc1cc(-c2nc3n(c(=O)c2C#N)CCS3)ccc1O	1	9	11	-7	22	-2.2	3	-10	-3
CCOC(=O)/C=C1\CC(C(=O)OCC)Oc2ccccc21 (stereo not given)	0	-5	1	6	1	-3.5	-5	-1	6
Cc1ccc(S(=O)(=O)CCSC(=N)N)cc1	-4	-3	6	9	1	-2.3	-4	1	3
O=S(=O)(c1ccc2ccccc2c1)N1C=CC(C(F)(F)F)=NCC1	-11	-11	2	-6	1	-0.4	-9	-1	-3
COc1ccc(CNC(=O)COC(=O)c2ccccc2OCC(=O)Nc2ccc(SC(F)F)cc2)cc1	3	-4	-5	2	5	-0.3	-5	0	-4
Cc1cccc(C)c1NC(=O)C1CC(=O)N(C(C)C)C1 (stereo not given)	-2	3	-4	3	0	0.1	3	-2	6
OC[C@@H]1[C@@H](c2ccc(F)cc2)C(c2cccc(Cl)c2)=NN1c1ccccc1	0	13	7	-9	-1	1.9	-7	-5	-2
CCOC(=O)c1c(-c2ccc(C)o2)csc1NC(=O)CSc1nnc(C)s1	4	12	0	-12	16	-0.3	17	-7	-12
NC(=S)N/N=C\c1c(OCc2ccccc2Cl)ccc2ccccc12	-2	-3	9	-5	-2	2.9	9	-17	6
Cc1ccc2nc(NC(=S)NC(=O)c3ccco3)sc2c1	1	0	-2	2	0	-0.9	-9	0	6
CCc1ccc(NC(=O)C2CCC(CNC(=O)[C@@H]3Cc4ccccc4CN3)CC2)cc1 (stereo not given in full)	-6	-9	0	-8	5	1.3	4	-2	-7
Cc1nc2cc(NS(=O)(=O)c3ccc(Br)cc3)ccc2n1C	5	-4	13	-5	4	-1.3	5	-7	-1
O=Cc1cc2c(cc1[B-](F)(F)F)OCO2	1	-8	11	5	-1	-1.9	-11	-6	12
COc1ccc(-c2nnc(SCC(=O)Nc3cc(C)on3)n2N)cc1OC	-13	10	0	-4	-1	-0.8	-7	-2	8

Rows were taken by chance. About 2.8% of those tested had a hit in this group.
